ALDH1A1 inh: qHTS Assay for Inhibitors of Aldehyde Dehydrogenase 1 (ALDH1A1); Aldehyde dehydrogenase 1A1 (Homo sapiens), P00352; Potency, µM (series often up to 75.3 µM), for the others: at the highest dose activity, negative = inhibition, most hits filed as inhibitors; Purified ALDH1A1, NADH fluorescence, propionaldehyde substrate; 220,000 compounds, 7.3% hits; active means well fitted inhibition curve with a large enough effect, not every such curve was filed as active; inconclusive means small, poorly fitted or top-dose-only effect, or another doubt; inactive means no such curve, though single readings can be large or run the other way;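 further: plate controls were no enzyme wells and a reference inhibitor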
aGal spleen mod: qHTS Assay for Inhibitors and Activators of Human alpha-Galactosidase From Spleen Homogenate. AID 2107, 2009. human spleen homogenate, 4MU-alpha-Gal fluorescence, 40 min. Alpha-galactosidase A (Homo sapiens), P06280. 240,000 compounds, 0.008% hits. Potency, µM (doses to about 80 µM), inactives show at the top dose activity change, negative = inhibition, actives largely listed as inhibitors;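 further: 0% = enzyme with vehicle and -100% = no enzyme basal signal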
Target sequence (P06280 32-429 limits assumed): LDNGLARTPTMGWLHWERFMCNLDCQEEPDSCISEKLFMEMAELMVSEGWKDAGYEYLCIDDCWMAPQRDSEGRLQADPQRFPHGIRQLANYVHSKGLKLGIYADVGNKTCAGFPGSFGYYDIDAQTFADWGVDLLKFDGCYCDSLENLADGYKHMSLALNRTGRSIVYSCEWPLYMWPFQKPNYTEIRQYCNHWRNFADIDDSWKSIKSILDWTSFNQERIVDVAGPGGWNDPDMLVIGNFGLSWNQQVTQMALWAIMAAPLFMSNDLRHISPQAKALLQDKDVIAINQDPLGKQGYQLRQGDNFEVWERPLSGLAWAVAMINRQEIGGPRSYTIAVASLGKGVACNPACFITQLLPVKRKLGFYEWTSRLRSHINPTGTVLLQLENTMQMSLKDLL
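Human spleen homogenate (1 ug) as enzyme source, 4-methylumbelliferyl-alpha-D-galactopyranoside 1 mM final, citrate/phosphate pH 5.0 with 0.01% Tween-20. Compounds 40 min at 37C, NaOH/glycine stop; fluorescence Ex 365/Em 440, Hill-fit AC50.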
GAA spleen mod: qHTS Assay for Inhibitors and Activators of Human alpha-Glucosidase From Spleen Homogenate | 240,000 compounds, 0.006% hits | human spleen homogenate, 4-MU-alpha-glucoside fluorescence | Lysosomal alpha-glucosidase (Homo sapiens), P10253 | Potency, µM (doses to about 79.9 µM), for the others: top-dose activity change, negative = inhibition, most hits filed as inhibitors | AID 2112, 2009;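 further: 0% = enzyme with vehicle and -100% = no enzyme basal signal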
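Enzyme source: human spleen homogenate, 1 ug/well. Buffer 50 mM citric acid/K phosphate pH 5.0, 0.01% Tween-20. 4-MU-alpha-glucoside 1 mM; 37 C x 40 min; NaOH/glycine stop; fluorescence.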
Tau fluor cs: Counterscreen qHTS for Inhibitors of Tau Fibril Formation, Fluorescence Polarization | tau K18 P301L (four-repeat tau fragment) Alexa594 fluorescence, heparin fibrillization | Potency, µM (series often up to 57.7 µM), for the others: top-dose activity change, negative = decrease | 280,000 compounds, 0.93% hits | AID 1463, 2008; further: on the % scale 0 is the no-effect control and ±100 the full control effect; nearly all actives have a fitted effect of over 55% in size
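Human K18 P301L tau (15 uM unlabeled plus 0.24 uM Alexa 594-labeled, final) in 100 mM sodium acetate pH 7 was mixed with compound and 20 uM heparin and incubated 6 hr at 37 C.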
GAA inhib: qHTS Assay for Inhibitors of Human alpha-Glucosidase as a Potential Chaperone Treatment of Pompe Disease | Lysosomal alpha-glucosidase (Homo sapiens), P10253 | purified human GAA, 4-MU-alpha-glucoside fluorescence | Potency, µM (top dose mostly 76.9 µM), inactives show at the highest dose activity change, negative = inhibition, most hits filed as inhibitors | 200,000 compounds, 0.005% hits | AID 1466, 2008;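 further: plate controls were uninhibited enzyme wells for no effect and no-enzyme background for full effect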
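Human alpha-glucosidase, 4 nM, pre-mixed with test compounds before 400 uM 4-methylumbelliferyl substrate; 20 min room temperature at pH 5.0. Fluorescence read after pH 10 stop; AC50 values from Hill-equation fits.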
NPSR antag: qHTS Assay for Antagonists of the Neuropeptide S Receptor: cAMP Signal Transduction; Potency, µM (doses to about 38.3 µM), for inactives: at the top dose activity change, negative = inhibition, usual class: inhibitors; 220,000 compounds, 1% hits; CHO-NPSR cells, cAMP TR-FRET, antagonist mode; further: on the % scale 0 is the no-effect control and ±100 the full control effect; nearly all actives have a fitted effect of over 50% in size; many of its hits are not listed in these tables
Target sequence (Q6W5P4 whole entry, looked up): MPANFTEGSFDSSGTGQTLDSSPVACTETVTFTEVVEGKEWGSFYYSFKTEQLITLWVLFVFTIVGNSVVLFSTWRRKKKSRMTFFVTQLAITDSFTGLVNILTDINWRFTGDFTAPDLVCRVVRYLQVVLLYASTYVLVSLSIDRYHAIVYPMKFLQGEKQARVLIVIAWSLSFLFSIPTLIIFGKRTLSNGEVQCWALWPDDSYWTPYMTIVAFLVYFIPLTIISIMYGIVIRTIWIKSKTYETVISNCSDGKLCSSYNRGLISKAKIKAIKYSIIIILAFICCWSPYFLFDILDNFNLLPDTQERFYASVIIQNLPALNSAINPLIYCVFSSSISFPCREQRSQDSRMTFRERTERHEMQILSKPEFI
GAA glycogen mod: qHTS Assay for Inhibitors and Activators of Human alpha-Glucosidase Cleavage of Glycogen | AID 2100, 2009 | recombinant GAA, glycogen substrate, Amplex Red glucose oxidase fluorescence | 300,000 compounds, 0.38% hits | Lysosomal alpha-glucosidase (Homo sapiens), P10253 | Potency, µM (titrated, usually from 76.4 µM), for inactives: top-dose activity change, negative = inhibition, actives largely listed as inhibitors;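 further: 0% = full enzyme reaction and -100% = no-enzyme basal signal; the screen sought inhibitors and activators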
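qHTS, 1536-well; enzyme 4 nM final; cpd up to 77 uM; substrate bovine liver glycogen 30 ug; 50 mM citrate/phosphate pH 5.0, 0.01% Tween-20; 37 C, 40 min; Amplex Red detection 45 min RT; Hill fit → AC50.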
Epigenetic reg: Quantitative High-Throughput Screen for Regulators of Epigenetic Control. 280,000 compounds, 0.2% hits. murine LDR cells, GFP reporter derepression, 30 h. Potency, µM (top dose mostly 53.9 µM), inactives show top-dose GFP activation, hits mostly activators. AID 1865, 2009; further: % of control where 0% means no effect; nearly all actives have a fitted effect of over 60% in size
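GFP-positive cell count by laser-scanning cytometry (objects 20–120 um) after 30 h, 37 C compound exposure of murine LDR cells; reporter is CMV-GFP integrated at a silenced locus, inducible by HDAC or DNMT inhibitors.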
Active calls of the source: *; ? = inconclusive; . = not tested or not shown; [ ] = remark or other dose. Unless noted, the call rests on the fitted dose curve; in most records, active means well fitted curve in the direction sought with a large enough effect; inconclusive means small, poorly fitted or top-dose-only effect, or another doubt; inactive means no such curve, though single readings can be large; an effect the other way counts as inactive or inconclusive. Potency means the concentration at half of the fitted maximal effect.

Value order – NPSR antag	GAA inhib	Epigenetic reg	Tau fluor cs	ALDH1A1 inh	aGal spleen mod	GAA spleen mod	GAA glycogen mod
CC(=O)c1sccc1NC(=O)c1ccccc1C(=O)O
 : ?	.	0.0%	-11.6%	.	2.1%	-1.5%	12.9%
CC(=O)Nc1cc2c(=O)n(Cc3ccccc3)c(C)nc2cc1N1CCOCC1
 : -9.3%[46.1 µM]	-4.0%	0.1%	-6.8%	?	5.8%	-3.2%	7.5%
CC(=O)c1ccc(NC(=O)CN2C(=O)/C(=C/C=C/c3ccccc3)SC2=S)cc1
 : -27.9%	4.2%	3.2%	?	-2.7%	6.4%	6.5%	0.8%
Cn1nc(-c2ccccc2)c(CO)c1Oc1cccc(C(F)(F)F)c1
 : 5.6%	-14.2%	0.9%	-1.8%	8.8%	-2.0%	1.0%	-5.8%
COC(=O)Cc1ccc(Oc2ncc(C(F)(F)F)cc2Cl)cc1
 : -18.2%	-10.7%	-3.9%	-13.1%	-0.5%	-2.4%	.	2.4%
CCn1nnnc1NC(=O)c1cc(OC)c(OC)c(OC)c1
 : 13.7%	?	2.2%	-0.9%	4.8%	8.6%	3.9%	-13.7%
COc1cc(NC(=O)Cn2ncc(Cl)c(Cl)c2=O)c(C)cc1[N+](=O)[O-]
 : -53.9%	-13.9%	0.7%	-29.9%	2µM*	0.4%	-5.7%	0.0%
Cc1ccc(Nc2nc3c(c(=O)[nH]2)CCCC3)cc1
 : 6.0%[46.1 µM]	?	-2.0%	-29.9%	13.2%	-1.5%	-5.1%	4.2%
NNC(=O)C1CC1c1ccc(Cl)cc1 (configuration not stated)
 : -3.6%	-1.7%	-3.1%	6.5%	4.7%	-10.9%	-8.6%	5.8%
Cc1cc(C)cc(N2C(=O)CC(n3nc(C)cc3C)C2=O)c1 (configuration not stated)
 : -4.4%[46.1 µM]	2.9%	-4.5%	-0.4%	2.7%	-4.8%	-0.7%	4.6%
COc1ccc(OCCn2cnc(Cl)c2Cl)cc1
 : 20.6%	.	0.3%	-29.1%	.	7.6%	3.8%	1.4%
CCOc1nc(-c2ccc(OC)cc2)ccc1-c1noc(-c2cc(OC)c(OC)c(OC)c2)n1
 : -3.7%[46.1 µM]	?	-0.7%	-11.4%	?	-8.5%	1.3%	4.5%
CCCn1c(CCC(=O)O)nc2cc(S(N)(=O)=O)ccc21
 : 6.1%	.	-0.1%	-2.4%	.	4.6%	2.3%	8.1%
CCOC(=O)CCc1c(C)c(C#N)c2nc3ccccc3n2c1-n1cnc2ccccc21
 : -8.7%[46.1 µM]	-1.5%	-6.8%	-5.6%	-2.1%	8.9%	6.5%	9.3%
CC1(C)Cc2cccc(OCC(=O)N3CCN(c4ccccc4)CC3)c2O1
 : 3.9%	-1.1%	-1.0%	-8.4%	-3.2%	-3.5%	-5.7%	7.1%
Cc1cc(C)nc(NN2C(=O)/C(=C/c3ccc(O)cc3)SC2=S)n1
 : -27.7%[46.1 µM]	-12.3%	-1.1%	?	5.9%	-5.1%	-5.3%	-5.7%
NS(=O)(=O)c1ccc(O)c(NC(=O)c2ccc([N+](=O)[O-])cc2)c1
 : 12.4%	-2.1%	3.8%	-3.3%	0.1%	3.9%	-4.2%	2.0%
CC1(C)CC(=O)C=C(NCCN2CCN(C(=S)Nc3ccccc3)CC2)C1
 : 3.2%[7.67 µM]	.	-0.3%	-3.7%	.	-3.2%	-8.7%	10.0%
Cc1cccc(NC(=S)N(c2ccccc2)C(C)C)c1C
 : -4.4%[46.1 µM]	-1.2%	0.9%	-11.4%	?	?	-3.5%	-9.3%
Cc1cc(NC(=O)CCN2C(=O)C3C4C=CC(C4)C3C2=O)ccc1Br (configuration not stated)
 : 22.0%	-2.9%	1.1%	-11.3%	?	10.9%	2.2%	2.3%
Cc1cc(C)n(C(=O)c2ccc([N+](=O)[O-])c(Cl)c2)n1
 : 3.9%	5.1%	0.0%	2.1%	?	-4.7%	-1.1%	-0.4%
CCOc1ccc(C2C(C(=O)c3ccco3)=C(O)C(=O)N2Cc2cccnc2)cc1OC (configuration not stated)
 : -3.9%[46.1 µM]	-20.1%	-1.1%	-6.8%	25.1µM*	10.6%	-3.2%	.
CN(CCCNC(=O)Cn1cc2c(n1)CCCC2)C1CCCCC1
 : -5.0%[46.1 µM]	-1.9%	2.7%	-7.2%	7.4%	0.3%	5.8%	18.8%
COc1ccc(CC(=O)Nc2cc(=O)n(C)c(=O)n2C)cc1OC
 : 22.9%	1.0%	-0.7%	-5.4%	17.2%	-1.5%	2.7%	-2.7%
CCC12CN3CCN(CC(C3)/C1=N\NC(=O)c1ccc(F)cc1)C2
 : 29.1%	-4.4%	1.4%	-4.2%	-2.7%	1.2%	0.4%	-8.5%
CC1CC(C)CN(CCCn2c(=S)[nH]c3ccccc3c2=O)C1 (configuration not stated)
 : -1.2%[46.1 µM]	-5.1%	-0.3%	-8.0%	-4.0%	2.7%	0.5%	6.9%
CC/C(=N/NC(=O)CNc1ccc(Cl)cc1C)c1ccccc1
 : -36.8%	-2.4%	4.5%	-11.8%	-0.1%	-1.5%	4.3%	-15.7%
NC1=NC(=O)/C(=C/c2cn(CCC(=O)O)nc2-c2ccc(Cl)cc2)S1
 : 6.4%	-4.5%	0.0%	-0.5%	25.1%	5.3%	2.9%	7.9%
Cc1cc(C)cc(N(CC(=O)NC2CCCC2)C(=O)C2(C)CC(=O)N=C3C=CC=CN32)c1 (configuration not stated)
 : 4.6%	?	-1.0%	4.8%	?	17.5%	7.0%	5.9%
O=C(NC12CC3CC(CC(C3)C1)C2)c1cccnc1
 : 5.2%[46.1 µM]	-5.3%	-0.2%	1.4%	-12.8%	4.1%	3.1%	7.5%
OC1C[N+]2(CCCCC2)C1
 : -0.9%[46.1 µM]	-7.7%	-9.5%	9.9%	-5.1%	0.3%	-15.9%	-9.7%
CCCC1S/C(=N/N=C/c2ccc(OC)cc2)N(Cc2ccccc2)C1=O (configuration not stated)
 : -23.9%[46.1 µM]	-7.4%	1.0%	-20.5%	?	-10.6%	-6.2%	-6.7%
Cc1ccccc1OCCn1cc(C(=O)O)c2ccccc21
 : -12.3%	-12.7%	0.1%	1.1%	19.6%	9.6%	5.1%	-0.2%
CCCCS(=O)Cc1ccccc1 (configuration not stated)
 : -11.0%[46.1 µM]	1.2%	-0.2%	-1.9%	3.1%	0.3%	3.3%	-4.3%
COc1cc(OC)cc(C(=O)NC(=S)Nc2cc3oc4ccccc4c3cc2OC)c1
 : 17.7%	-1.9%	-3.2%	-15.4%	?	-2.7%	?	-6.6%
CCN(C(=O)c1cccs1)c1nc(-c2ccc(OC)cc2)cs1
 : -23.3%	-11.4%	-0.1%	?	?	-7.3%	.	-1.4%
COc1ccc(-c2cn3cc(C(=O)NN)ccc3n2)cc1
 : -3.8%	0.9%	-2.9%	-0.6%	?	14.5%	6.6%	?
CCNC(=S)Nc1cc(Cl)ccc1Oc1ccccc1
 : -2.9%	-12.8%	0.0%	-23.0%	-2.0%	1.1%	1.3%	-5.8%
Cc1ccc(NC(=O)c2sccc2-n2cccc2)c(C)c1
 : -22.6%[46.1 µM]	-4.7%	-0.1%	-18.8%	0.4%	2.6%	-3.9%	-2.4%
Cc1ccc(SCC(=O)Nc2cccc(NC(=O)c3ccco3)c2)cc1
 : -15.0%[46.1 µM]	?	-0.8%	-25.3%	9.2%	-7.9%	-8.6%	-7.8%
Nc1nnnn1/N=C/c1ccc(N2CCCCC2)c([N+](=O)[O-])c1
 : -36.8%	-8.0%	1.2%	1.4%	0.0708µM*	4.0%	-6.4%	12.5%
CC(=O)c1cc(NC(=O)c2ccccc2)c(=O)oc1C
 : 4.0%	-1.4%	1.7%	-14.0%	20µM*	3.9%	-17.7%	?
Cc1cc(C)c(Cn2cnc(-c3ccc([N+](=O)[O-])cc3)c2)c(C)c1
 : ?	?	0.0%	-8.9%	-22.8%	0.5%	3.9%	-8.8%
COc1ccc(CNC(=O)CCSCc2ccccc2Cl)c(OC)c1
 : -1.3%[46.1 µM]	-3.5%	1.3%	-14.9%	?	-14.9%	1.9%	5.4%
O=C(O)CCC(=O)c1ccc2c(c1)OCCCO2
 : -11.5%[46.1 µM]	-12.2%	1.9%	-3.4%	?	14.4%	1.4%	24.7%
Cc1cccc(NC(=S)N(CCN2CCOCC2)Cc2cc3cc4c(cc3[nH]c2=O)OCCO4)c1
 : 30.1%	-0.9%	-0.6%	-30.0%	?	9.5%	0.5%	-10.1%

High-throughput results deposited in PubChem by National Center for Advancing Translational Sciences (NCATS).

A portion of the library; rates above refer to the full screens.
